ADAM17 inh: inhibitors of human ADAM17 | P78536 | recombinant ADAM17, EDANS/DABCYL FRET peptide cleavage | inhibition, % at 6.95 µM | actives 0.83% (n = 370,000) | AID 720648;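 active means inhibition above the mean of compounds lying between control limits plus 3 SD, set per campaign, cut at about 8.5% in these data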;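 further: 0% = DMSO-only wells as the low control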
DDE Tn7 FP inh: inhibitors of Tn7 peptide binding to human fibrin DD(E); AID 720508; inhibition, % at 8.3 µM; actives 0.13% (n = 370,000); FP displacement of FITC-Tn7 peptide from fibrin DD(E); 0% = median of compound wells per plate; P02675;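 active means inhibition above the mean of compounds falling within the control limits plus 3 SD of them, cut at about 14% in these data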;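 further: 0% = plate median of compound wells and 100% = 10 µM Aha-Tn7 peptide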
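Also added: labelled Tn7 tracer, 0.1 µM; Assay system: human fibrin DD(E) protein; Amount: 2 µM fibrin DD(E); Schedule: 10 min compound pre-incubation, 3 h probe incubation at room temperature; Repeats: one replicate per compound; Read-out basis: percent inhibition; Measured by: fluorescence polarization of the labelled Tn7 tracer.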
SIAE primary: inhibitors of human sialic acid acetylesterase SIAE. actives 0.69% (n = 370,000). SIAE FP-Rh probe binding, fluorescence polarization. inhibition, % at 9.66 µM;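 active means inhibition above a cutoff: mean of compounds within the control limits plus 3 SD of those, cut at about 17% in these data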;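 further: 0% = plate median of compound wells and 100% = probe without SIAE protein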
PLCg1 inh: PLC-gamma1 (human) inhibition, primary screen | purified PLC-gamma1, fluorogenic substrate, fluorescence | actives 0.84% (n = 370,000) | inhibition, % at 12.2 µM | AID 720700; in the data active means inhibition above about 9.5%
Tn6 DDE FP: inhibitors of Tn6 peptide binding to human fibrin DD(E) | Fibrin DD(E) TRITC-Tn6 fluorescence polarization displacement | inhibition, % at 8.3 µM | actives 0.21% (n = 370,000);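 active means inhibition above a per-campaign cutoff: mean of compounds within control limits plus 3 SD, cut at about 15% in these data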;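 further: 0% = median of all compound wells on the plate and 100% = blocking peptide control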
ASAP1 GAP inh: blocks human ASAP1-stimulated Arf1 GTP hydrolysis; Q9ULH1; GDP FP detection; inhibition, % at 16.5 µM; actives 0.19% (n = 360,000); AID 624377; in the data active means inhibition above about 25%;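 further: 0% = vehicle with enzyme and substrate and 100% = no enzyme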
Target sequence (Q9ULH1 325-724 limits assumed): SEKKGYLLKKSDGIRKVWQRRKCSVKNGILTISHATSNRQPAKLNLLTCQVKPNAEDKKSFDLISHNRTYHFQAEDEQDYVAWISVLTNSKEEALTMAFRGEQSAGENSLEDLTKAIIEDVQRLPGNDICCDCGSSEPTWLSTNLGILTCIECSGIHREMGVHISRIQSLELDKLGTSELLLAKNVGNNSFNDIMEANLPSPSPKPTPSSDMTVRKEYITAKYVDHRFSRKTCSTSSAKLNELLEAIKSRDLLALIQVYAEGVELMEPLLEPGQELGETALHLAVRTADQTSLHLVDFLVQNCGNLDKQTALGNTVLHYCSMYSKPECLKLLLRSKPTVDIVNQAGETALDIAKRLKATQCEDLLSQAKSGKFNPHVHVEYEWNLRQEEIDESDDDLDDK
ADAM10 inh: inhibitors of human ADAM10 | recombinant ADAM10, EDANS/DABCYL FRET peptide cleavage, 3 h | inhibition, % at 7 µM | actives 0.62% (n = 370,000);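 active means inhibition above a per-campaign cutoff equal to the mean of compounds falling between control-based bounds plus 3 SD, cut at about 20% in these data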;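 further: 0% = DMSO wells while the 100% control is not disclosed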
Target sequence (O14672 214-748 limits assumed): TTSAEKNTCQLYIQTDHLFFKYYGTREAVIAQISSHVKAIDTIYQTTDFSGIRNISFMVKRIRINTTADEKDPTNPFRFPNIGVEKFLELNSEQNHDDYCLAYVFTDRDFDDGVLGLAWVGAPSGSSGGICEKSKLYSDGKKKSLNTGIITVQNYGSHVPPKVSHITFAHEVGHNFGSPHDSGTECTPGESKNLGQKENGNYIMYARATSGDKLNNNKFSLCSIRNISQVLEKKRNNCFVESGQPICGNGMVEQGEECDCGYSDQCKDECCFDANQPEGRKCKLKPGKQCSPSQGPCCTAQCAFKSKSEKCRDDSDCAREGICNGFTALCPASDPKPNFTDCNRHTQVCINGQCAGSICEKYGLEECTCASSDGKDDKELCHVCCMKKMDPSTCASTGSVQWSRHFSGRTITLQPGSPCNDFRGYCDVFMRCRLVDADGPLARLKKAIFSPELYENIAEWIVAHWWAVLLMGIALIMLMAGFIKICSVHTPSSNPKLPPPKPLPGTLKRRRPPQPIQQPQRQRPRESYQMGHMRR
ARFGAP1 inh: inhibitors of rat ARFGAP1 | Arfgap1-stimulated ARF1 GTP hydrolysis, GDP FP detection | actives 0.26% (n = 360,000) | inhibition, % at 16.5 µM | Q62848 | AID 651572;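 active means inhibition above a per-plate limit, mean inhibition of low control wells plus 3 SD, cut at about 25% in these data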;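 further: 0% = DMSO wells with enzyme and 100% = wells lacking Arfgap1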
Target sequence (Q62848 1-136 limits assumed): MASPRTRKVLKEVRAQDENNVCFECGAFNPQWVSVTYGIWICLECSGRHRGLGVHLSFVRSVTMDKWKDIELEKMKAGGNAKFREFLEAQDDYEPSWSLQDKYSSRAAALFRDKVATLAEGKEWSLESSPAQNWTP
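Material: rat Arfgap1 GAP domain (His6, aa 1-136), purified enzyme. Also added: human ARF1(Δ1-17)-GTP substrate. Compound dosing: 16.5 µM single point, 1.26% DMSO. Timing: enzyme reaction 120 min at 25 °C after 20 min preincubation. Signal: GDP detection by fluorescence polarization. Read-out basis: percent inhibition of GAP-stimulated GDP formation, scaled between DMSO and no-Arfgap1 medians.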
TDP2 inh: blocks human TDP2 phosphodiesterase activity | recombinant TDP2, T5PNP hydrolysis, p-nitrophenol absorbance 415 nm | inhibition, % at 12.8 µM | AID 720702 | actives 0.34% (n = 370,000);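 active means inhibition above the mean of all tested compounds plus 3 SD, set per campaign, cut at about 25% in these data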;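 further: 0% = DMSO with enzyme and 100% = buffer with substrate but no TDP2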
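System: recombinant human TDP2 / Amount: 120 nM TDP2 per well / Also added: 5 mM T5PNP chromogenic substrate / Doses: 12.8 µM single point, 1% DMSO / Incubation: 2 h at 37 °C / Detection: p-Nitrophenol epi absorbance / Evaluation: % inhibition relative to enzyme-containing and enzyme-free wells / Repeats: singlicate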
PLC-beta3 inh: inhibitors of human phospholipase C beta3; Q01970; Purified PLC-beta3, fluorogenic substrate, fluorescence; inhibition, % at 12.2 µM; actives 0.18% (n = 370,000); AID 720704; in the data active means inhibition above about 11%;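 further: 0% = median of compound wells on plate and 100% = full blocker control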
The depositor's hits bear a star.

Each structure is followed by: ADAM17 inh	DDE Tn7 FP inh	SIAE primary	PLCg1 inh	Tn6 DDE FP	ASAP1 GAP inh	ADAM10 inh	ARFGAP1 inh	TDP2 inh	PLC-beta3 inh
> NS(=O)(=O)c1ccc(NC(=O)COC(=O)c2ccc(Cl)nc2)cc1
    -2.3	-4.7	-0.8	-5.1	-3.9	5.8	-4.7	6.0	1.6	-0.4
> Cn1cnnc1SCC(=O)c1ccc2c(c1)NC(=O)CO2
    1.0	-9.7	6.5	1.0	0.5	-10.1	-3.6	-0.2	5.0	-2.1
> CC(=O)Nc1ccc(-c2ccnc3c2CC(C)(C(=O)Nc2ccc4c(c2)OCO4)O3)cc1 (stereo not drawn)
    -1.3	8.4	6.2	-3.2	10.7	6.7	-11.9	-13.9	9.2	0.8
> COC(=O)CNc1cc(S(=O)(=O)N2CCCCC2)ccc1Oc1cccc(C)c1
    3.0	6.3	4.9	4.0	-3.8	5.4	4.4	15.2	-22.1	-9.3
> O=C(Nc1cc(C(F)(F)F)ccc1N1CCOCC1)c1ccco1
    -0.5	-7.2	-2.0	0.1	-1.5	-2.6	7.4	-7.0	-3.0	4.4
> O=S(=O)(Nc1cc(Sc2cccc3cccnc23)c(O)c2ccccc12)c1ccc(F)cc1
    -22.6	-5.0	9.9	-88.9	-10.7	-4.8	-80.8	10.7	24.4	-111.6
> O=C1OC(c2ccccc2)(c2ccccc2)c2ccccc21
    1.2	2.1	-6.2	-1.0	-4.7	6.0	9.1	-16.7	-9.4	-2.1
> O=C(Nc1ccc(Br)cc1)C1CCN(C(=O)c2ccc(F)cc2)CC1
    -1.8	0.6	-1.1	0.6	-1.1	3.5	8.8	7.9	10.5	-2.5
> O=c1oc2ccc(NS(=O)(=O)c3cccc4cccnc34)cc2s1
    11.8*	1.2	13.6	10.3*	-11.1	-6.7	3.6	0.4	-12.3	-3.5
> CCCc1nnc(SCC(=O)Nc2ccccc2F)o1
    -0.8	-0.3	-4.2	-0.6	4.0	-4.7	-2.3	-3.0	-2.2	-6.5
> COc1ccc(OC)c(-n2c(-c3cccc(C)c3)n[nH]c2=S)c1
    -1.9	-2.8	4.6	-1.4	-2.1	2.8	-5.2	8.3	2.3	-1.2
> COc1ccc(-c2nc(CS(=O)CC(=O)NC3CCC(C)CC3)c(C)o2)cc1OC (stereo not drawn)
    -6.3	-2.9	0.7	2.6	-4.0	-0.7	-3.5	-7.6	4.6	-6.5
> CCc1c(-c2ccc(OC)cc2)ncn1CCc1ccccc1OC
    2.6	4.3	1.0	2.9	-2.6	-12.3	4.4	0.6	-4.6	4.3
> O=C(c1ccccc1Sc1ccc([N+](=O)[O-])cc1)N1CCCCC1
    0.0	-3.7	-1.9	2.9	-6.7	-0.6	5.4	-0.9	8.0	0.6
> CCc1ccc(N(CC)C(=O)c2ccc3c(Cl)c4c(nc3c2)CCC4)cc1
    0.9	0.5	-4.2	0.3	-2.4	-3.6	4.3	-15.1	1.1	2.3
> CCn1c(SCC(=O)N2CCN(c3ccccc3)CC2)nnc1-c1ccoc1C
    -1.4	5.2	1.0	-2.4	9.2	11.6	-6.0	1.9	-0.1	-2.3
> O=C(Cc1ccc(Br)cc1)c1ccc(O)cc1O
    5.0	-0.5	-4.3	-15.0	1.9	3.0	1.9	-7.6	-15.2	-30.4
> Cc1nn(-c2ccccc2)c(N2CCCC2)c1/C=C1\N=C(c2ccc(OC(C)C)cc2)OC1=O
    -22.3	5.5	2.8	-20.6	0.3	-1.1	-61.4	9.7	-4.4	-23.7
> O=C(Nc1nc2ccc(S(=O)(=O)N3CCCC3)cc2s1)C1CCCO1 (stereo not drawn)
    -0.2	3.6	-5.2	-1.8	7.1	-1.8	-1.5	10.5	9.8	-0.3
> CC(=O)OC1CC(C)(C)N(OC(=O)CCCN2C(=O)c3ccccc3C2=O)C(C)(C)C1
    -1.5	2.2	-0.1	2.3	-1.3	-0.2	11.6	-1.2	4.9	4.7
> CC(C)c1ccc2nc(NC(=O)C3CC3)sc2c1
    3.5	5.2	0.5	2.4	0.5	2.9	-2.9	0.5	-7.8	3.7
> O=C(CSc1nc(O)cc(=O)n1-c1ccccc1)Nc1nc2ccccc2s1
    -1.8	1.1	-60.9	1.8	-5.3	0.5	-0.9	-2.4	9.2	-7.6
> CC(NC(=S)Nc1cccc(F)c1)C(c1cccs1)N1CCOCC1 (stereo not drawn)
    -5.4	1.4	4.4	-4.5	-12.9	1.2	-1.6	8.7	2.6	-8.7
> CCOc1ccc(CNn2nnnc2N)cc1
    1.2	-5.8	-1.8	4.0	5.0	-5.9	10.5	17.5	-4.2	8.3
> CCC1(c2ccccc2)NC(=O)N(Cc2ccc(C(=O)OC)cc2)C1=O (stereo not drawn)
    -0.3	-4.8	0.2	1.9	-2.3	-9.8	-0.4	-9.8	1.1	2.9
> CSCCC1NC2(C(=O)Nc3c(Cl)cccc32)[C@@H]2C(=O)N(C3CCCC3)C(=O)[C@H]12 (stereo partly drawn)
    0.7	-10.2	6.0	5.8	-4.9	2.7	5.4	6.0	-7.9	3.6
> COc1ccccc1CNC(=O)CCC(=O)N1CC(C)Sc2ccccc21 (stereo not drawn)
    -2.9	-4.0	-3.2	0.0	-1.1	9.2	-7.8	0.7	-1.1	2.7
> CCCCN(CC)CCCNC(=S)Nc1ccc2nc(N3CCN(C)CC3)cc(C)c2c1
    -33.8	-0.6	0.8	-26.6	-1.4	-2.9	-96.0	17.4	-6.9	-34.0
> Cc1cc(NC(=O)CCC(=O)N(c2cccnc2)C(C(=O)NC2CCCC2)c2ccccc2F)no1 (stereo not drawn)
    -1.2	1.0	-4.0	1.4	-0.6	-16.2	-2.0	1.7	-1.0	1.3
> COc1ccc2cc3c(N)nn(C(=O)Cc4ccc(Cl)cc4)c3nc2c1
    -3.7	-12.7	0.9	-20.0	0.1	6.7	-12.3	9.1	-6.2	-39.9
> COc1ccc(/C=N/NC(=O)c2ccc(NC(=O)c3ccccc3Br)cc2)cc1
    1.7	-5.6	-17.9	-6.6	-5.8	7.0	2.6	1.5	2.3	-9.0
> C=CCn1c(=O)c2c(nc(Br)n2Cc2ccccc2Cl)n(C)c1=O
    -3.4	-9.7	6.1	0.4	-15.9	4.0	-3.8	-8.8	-0.3	2.4
> COc1ccc(C)cc1NCc1cc(=O)oc2cc(-c3ccccc3)c(O)cc12
    5.0	4.6	8.1	-63.3	-2.8	0.2	1.5	10.9	-6.0	-75.2
> COc1ccc(CC(=O)OCC(=O)Nc2cccnc2Cl)cc1OC
    -2.2	4.6	-0.1	-1.6	-0.4	-9.7	0.7	0.4	-7.0	-5.3
> CC(C)C[C@H](CO)N(Cc1ccccc1)S(=O)(=O)N(Cc1ccccc1)[C@@H](CO)CC(C)C
    13.1*	5.8	-10.7	4.8	-3.2	16.3	-2.7	2.8	-18.4	8.9
> Cc1sc2ncnc(N3CCN(Cc4ccccc4)CC3)c2c1-c1ccc(F)cc1
    -1.6	4.2	0.7	0.9	-6.2	4.3	-4.7	-8.0	2.2	-6.7
> CCOC(=O)N1CCN(C(=O)C(=O)Nc2sc3c(c2C(=O)O)CC(C)(C)OC3)CC1
    -2.9	1.5	1.5	-4.7	0.5	1.1	3.9	3.9	13.0	-13.7
> Cc1nc(C(F)(F)F)ccc1C(=O)N1CCC1(C)C(=O)NCc1cccs1 (stereo not drawn)
    -0.6	-8.6	-2.4	-4.5	-4.0	12.0	0.2	8.7	-8.6	-2.4
> C#CCOCCOCCOCCNc1nc(N2CCN(C(=O)[C@H](CCC(=O)O)n3cc(CN)nn3)CC2)nc(N2CCN(C(=O)[C@H](CCC(=O)O)n3cc(CN)nn3)CC2)n1
    -3.8	1.0	-2.8	-0.7	4.2	-13.6	-36.0	-2.9	5.3	-4.1
> N#CCCN(C(=O)COC(=O)c1ccc2c(c1)OCO2)c1ccccc1
    0.9	-3.0	-2.6	-0.2	4.5	5.1	-3.1	-4.7	-13.1	-6.5
> Cc1cn(CC(=O)NCCCn2ccnc2)c(=O)[nH]c1=O
    -4.8	-2.6	2.0	0.7	-4.7	5.2	-5.3	8.3	12.2	-1.4
> CSCCC(NC(=O)c1ccccc1Cl)C(=O)NNC(=O)c1csc(N2CCOCC2)n1 (stereo not drawn)
    -6.9	-2.3	3.4	-3.2	-3.2	-2.4	0.1	-11.2	0.8	-15.2
> Cc1ccccc1C(=O)NNC(=O)Cc1cccc2ccccc12
    -5.5	-4.8	-5.3	-1.1	-3.1	9.8	-11.1	7.3	2.0	1.7
> COc1ccc(C(CC(=O)N2CCCC2)c2ccc(F)cc2)cc1 (stereo not drawn)
    5.9	-0.1	-3.5	11.1*	2.8	5.3	3.7	2.2	-26.6	2.1
> Cn1ccsc1=NC(=O)c1ccccc1OC(F)F
    -2.2	-2.9	1.1	2.9	0.9	6.1	-9.4	17.2	-6.1	-9.0
> COc1ccc2c(c1)S/C(=C\C(=O)c1ccncc1)N2C
    0.8	13.4	3.7	-15.1	-0.8	0.4	10.4	5.7	-0.3	-17.6
> COc1ccc(OCCC(=O)NCC23CC4CC(CC(C4)C2)C3)cc1
    4.8	3.3	-3.6	3.4	7.0	-4.9	8.2	10.3	3.8	7.0
> COC(=O)C1=C(C(=O)OC)[C@]2([C@@H]3CC=CCN[C@@H](Cc4ccccc4)C(=O)N3Cc3ccccc3)C=C[C@H]1O2
    5.3	-1.2	0.6	0.8	2.3	-4.7	14.4	7.2	4.2	2.4

Arranged by the number under Tn6 DDE FP (low to high): 4 from the list above
Each structure is followed by: ADAM17 inh	DDE Tn7 FP inh	SIAE primary	PLCg1 inh	Tn6 DDE FP	ASAP1 GAP inh	ADAM10 inh	ARFGAP1 inh	TDP2 inh	PLC-beta3 inh
> CSCCC1NC2(C(=O)Nc3c(Cl)cccc32)[C@@H]2C(=O)N(C3CCCC3)C(=O)[C@H]12 (stereo partly drawn)
    0.7	-10.2	6.0	5.8	-4.9	2.7	5.4	6.0	-7.9	3.6
> COc1ccc(OC)c(-n2c(-c3cccc(C)c3)n[nH]c2=S)c1
    -1.9	-2.8	4.6	-1.4	-2.1	2.8	-5.2	8.3	2.3	-1.2
> CC(C)c1ccc2nc(NC(=O)C3CC3)sc2c1
    3.5	5.2	0.5	2.4	0.5	2.9	-2.9	0.5	-7.8	3.7
> CCCc1nnc(SCC(=O)Nc2ccccc2F)o1
    -0.8	-0.3	-4.2	-0.6	4.0	-4.7	-2.3	-3.0	-2.2	-6.5

Screening results deposited in PubChem BioAssay by The Scripps Research Institute Molecular Screening Center.
